# Bioassay records as filed in PubChem BioAssay.
# Pf growth 48h – Primary qHTS for delayed death inhibitors of the malarial parasite plastid, 48 hour incubation; hit rate 5.9% among 310,000; P. falciparum luciferase growth in erythrocytes, 48 h; Potency, µM (highest dose often 28.7 µM), without a hit: at the highest dose activity change, negative = inhibition, usual class: inhibitors
#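 Erythrocytes infected with P. falciparum carrying an integrated firefly luciferase reporter (2% hematocrit, 0.1% parasitemia final) were exposed to compounds in RPMI 1640 with 0.5% Albumax at 37 C, 5% CO2. Growth inhibition was scored as reduced luminescence.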
# TbPYK inhibitor – qHTS of Trypanosoma Brucei Inhibitors; AID 624173, 2012; TbPYK enzyme, Kinase-Glo Plus ATP luminescence, 45 min; Potency, µM (titrated, usually from 76.8 µM), for inactives: at the highest dose activity, negative = inhibition, usual class: inhibitors; pyruvate kinase (Trypanosoma brucei), Q57TT1; hit rate 0.12% among 410,000; also: nearly all actives have a fitted effect of over 50% in size
#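 ADP (130 uM final) triggers the TbPYK reaction after compound addition; incubation is 45 min at room temperature. Kinase-Glo Plus is then added and luminescence imaged. Normalized data are fitted to concentration-effect curves.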
# LmPK inhibitor – qHTS Assay for Inhibitors of Leishmania Mexicana Pyruvate Kinase (LmPK) | purified LmPK, Kinase-Glo ATP luminescence, 1 h | Potency, µM (highest dose often 57.5 µM), for the others: top-dose activity change, negative = inhibition, most hits filed as inhibitors | hit rate 0.37% among 290,000
# Target sequence (Q27686 whole entry, looked up): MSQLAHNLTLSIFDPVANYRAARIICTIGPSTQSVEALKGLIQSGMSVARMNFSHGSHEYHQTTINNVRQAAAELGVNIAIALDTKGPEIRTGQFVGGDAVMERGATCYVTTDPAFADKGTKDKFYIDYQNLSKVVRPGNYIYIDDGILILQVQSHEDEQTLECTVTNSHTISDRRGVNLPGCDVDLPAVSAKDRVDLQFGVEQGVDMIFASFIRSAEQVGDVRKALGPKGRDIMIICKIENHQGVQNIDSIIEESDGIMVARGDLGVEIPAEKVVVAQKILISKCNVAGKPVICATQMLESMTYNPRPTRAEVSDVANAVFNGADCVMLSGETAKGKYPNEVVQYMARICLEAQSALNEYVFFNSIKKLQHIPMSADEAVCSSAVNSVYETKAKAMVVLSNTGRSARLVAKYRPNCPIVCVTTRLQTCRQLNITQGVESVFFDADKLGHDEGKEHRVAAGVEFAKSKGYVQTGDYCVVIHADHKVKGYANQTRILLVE
#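 Screened at intermediate enzyme activity to detect both inhibitors and activators: LmPK at 0.1 nM, with a 0.5 nM enzyme column as activation reference. PEP 0.5 mM, ADP 0.1 mM; ATP detected by luminescence after 1 h.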
# Sm TGR inh – qHTS Assay for the Inhibitors of Schistosoma Mansoni Peroxiredoxins; Schistosoma mansoni thioredoxin glutathione reductase (TGR), Q962Y6; purified TGR, DTNB reduction, TNB absorbance 405 nm; Potency, µM (titrated, usually from 114 µM), for the others: at the top dose activity change, negative = inhibition, usual class: inhibitors; hit rate 3% among 360,000; AID 485364, 2010; also: nearly all actives have a fitted effect of over 60% in size
#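 First, TGR (20 nM dispensed) and NADPH were mixed with compound. Second, a 15 min room-temperature incubation followed. Third, further NADPH and then DTNB were added to start the reaction. Finally, TNB absorbance was monitored kinetically.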
# HCV inh – qHTS Assay for Inhibitors of Hepatitis C Virus (HCV) | Huh7.5.1 HCVcc-Cre infection, luciferase reporter, 44 h | Potency, µM (top dose mostly 41.8 µM), inactives show at the highest dose activity change, negative = inhibition, most hits filed as inhibitors | hit rate 3.4% among 340,000 | AID 651820, 2012
#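 HCVcc-Cre virus at an moi near 0.5 was added right after compound to cells cultured 4 h from seeding (1,000 cells/well). Luciferase activity was determined 44 h later, 15 min after substrate addition at RT.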
# Pf growth 96h – Primary qHTS for delayed death inhibitors of the malarial parasite plastid, 96 hour incubation | P. falciparum luciferase reporter growth, 96 h | Potency, µM (doses to about 28.7 µM), for inactives: top-dose activity change, negative = inhibition, most hits filed as inhibitors | hit rate 6.9% among 320,000 | AID 504834, 2011
#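 Parasite growth measured via integrated firefly luciferase reporter in P. falciparum. Infected erythrocytes at 2% hematocrit, 0.05% parasitemia final were treated 96 hours at 37 C under 5% CO2, and luminescence was read.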
# * marks the source's active call; other numbers are inactive results; ? = inconclusive; / = not tested or not shown; [ ] = another dose, or the depositor's remark. Calls follow the shape of the dose curve; as a rule, active = well fitted curve in the direction sought with a large enough effect; inconclusive = small, poorly fitted or top-dose-only effect, or another doubt; inactive = no such curve, though single readings can be large; an effect the other way counts as inactive or inconclusive. % is scaled to controls: 0 for no effect and ±100 for the full control effect; potency is read from the fitted curve at half-maximal effect.
SMILES,Pf growth 48h,TbPYK inhibitor,LmPK inhibitor,Sm TGR inh,HCV inh,Pf growth 96h
CCN=C1SC(C(=O)Nc2cccc(OCC)c2)CC(=O)N1CC (centres undefined),-5%,-3%,1%,-24%,-15%,-27%
CC(/C=C/c1ccccc1)=N\NC(=O)Cn1cncn1,8%,-5%,10%,9%,10%,-1%
O=C(Nc1cccc(-c2ccc(N3CCCCC3)nn2)c1)c1ccc(Br)o1,?,-14%,/,-8%,?,-55%
O=C(CCS(=O)(=O)Cc1ccccc1)Nc1nnc(C(F)(F)F)s1,38%[activator],6%,4%,-5%,-18%,17%
CCOC(=O)N1CCN(C(=O)CCNS(=O)(=O)c2ccc3c(c2)c(=O)n(C)c(=O)n3C)CC1,-17%,-1%,-2%,3%,2%,15%
CCNc1ccc(Br)cc(C(=O)/C=C/c2ccc(Cl)cc2)c1=O,-72%,-8%,-2%,10µM*,?,?
CCCCc1cc(=O)oc2cc(OC(C)C(=O)NCc3ccccn3)c(Cl)cc12 (centres undefined),-18%,-6%,8%,5%,?,20%
CCCCOc1ccc(/C=N/NC(=O)c2csc(C)c2C)cc1,?,-13%,4%,11%,-4%,/
CCOC(=O)CSc1nc(C)c(C(C)=O)cc1C(N)=O,-13%,-3%,4%,-10%,-3%,-1%
Cc1cc(C)n(-c2nc3sc4c(c3c(=O)[nH]2)CCCC4)n1,?,/,0%,2%,/,/
CC1Cc2ccccc2N1C(=O)CN1CCc2ccccc2C1 (centres undefined),?,0%,4%,6%,3%,?
NC(=O)Cn1cc(C(=O)c2ccccc2)c2ccccc21,?,-3%,-3%,1%,-4%,?
Cc1cc(-c2ccccc2)n[nH]1,47%[activator],0%,2%,6%,6%,40%[activator]
CCn1c(SCC(=O)Nc2cccc(NC(C)=O)c2)nnc1C(C)C,6%,-3%,2%,12%,9%,-10%
CCc1c(C)c2ccc(OC3CCCCC3=O)cc2oc1=O (centres undefined),97%[activator],3%,1%,-18%,-5%,101%[activator]
CC12CCC(C(=O)Nc3ncc([N+](=O)[O-])s3)(OC1=O)C2(C)C (centres undefined),?,-2%,4%,-6%,-10%,?
CCc1nnc(NC(=O)c2ccc(COc3ccc(C)cc3)o2)s1,22%,-11%,-1%,-4%,19%,?
CCOC(=O)C1=C(C)N(C)C(=S)N(C)C1c1ccc(OC)cc1 (centres undefined),?,-11%,4%,-7%,-6%,-30%
Cc1oc(-c2cccc(Cl)c2)nc1CS(=O)(=O)CC(=O)NC1CCCC1,23%,-1%,2%,45µM*,-7%,?
CC1CCN(S(=O)(=O)c2ccc(C(=O)Nc3ncccc3O)cc2)CC1,?,-4%,-11%,?,-23%,5.2µM*
CN(c1ccccc1)c1ccc(/C=C/[N+](=O)[O-])cc1,?,-19%,-1%,-25%,?,48%[activator]
CCOc1ccc(-c2cc(C(=O)OC)[nH]n2)cc1,92%[activator],-4%,-6%,9%,10%,3%
Cc1csc(NC(=O)CSc2nsc(SCC(=O)Nc3nc(C)cs3)c2C#N)n1,245%[activator],7%,4%,-4%,?,-23%
COC(=O)c1c(-c2ccccc2)csc1NC(=O)C1CC=CCC1C(=O)O (centres undefined),-18%[5.75 µM],2%,0%,0%,-2%,?
CCNc1ccc(S(=O)(=O)N2CCCCC2)cn1,-19%,3%,/,-16%,1%,-17%

# Remaining list, next part:
SMILES,Pf growth 48h,TbPYK inhibitor,LmPK inhibitor,Sm TGR inh,HCV inh,Pf growth 96h
O=C(NCCCOc1cccc(CN2CCCCC2)c1)c1ccc(Cl)c(Cl)c1,?,18%,-6%,-12%,?,2.3µM*
OCC1(CCOc2ccccc2)CCN(Cc2cn[nH]c2-c2ccccc2)CC1,-19%,-2%,1%,13%,7%,?
CCOC(=O)c1cc2c(C)n(-c3ccc(N(C)C)cc3)c(C)c2cc(C(=O)OCC)c1=O,?,-1%,2%,-32%,-11%,3.3µM*
COc1cc(CNC(C)c2ccccc2)cc(Cl)c1OCC(=O)Nc1ccccc1 (centres undefined),12µM*,7%,0%,20%,11µM*,?
Cc1ccc(NC(=O)CSc2nnc(-c3ccccn3)n2C)cc1,14%,2%,5%,1%,-12%,10%
CCOCCCNC(=O)c1ccc(CS(=O)(=O)Cc2cccc(C)c2)o1,21%,-3%,-1%,-18%,17%,0%
O=C1CNC(=O)/C1=C/c1ccccc1,20%,-24%,-4%,2%,8%,-15%
COCCCNC(=O)c1ccc(C2SCC(=O)N2Cc2ccco2)cc1 (centres undefined),27%,-3%,2%,?,12%,-20%
CCOCC(=O)Nc1c(C(=O)Nc2ccccc2OC)oc2ccccc12,-21%,-5%,5%,1%,-11%,0%
COc1cc2c(cc1OC)C(c1ccccc1)N(C(=O)C(C)(C)C)CC2 (centres undefined),30%[activator],-2%,0%,-4%,-16%,2%
CCN(CCCNC(=O)CCCn1c(=O)[nH]c2ccccc2c1=O)c1cccc(C)c1,?,-4%,-2%,0%,?,?
O=C(Cc1ccc(Cl)cc1)NCc1ccccc1Cl,119%[activator],-2%,0%,-5%,1%,12%
CCN(CC)C(=O)c1ccc(NC(=O)c2cccc(F)c2)cc1,/,-9%,28µM*,4%,2%,95%[activator]
Cc1cc(N2C(=O)C(O)=C(C(=O)c3ccco3)C2c2cccc(Cl)c2)no1 (centres undefined),-20%,-1%,6%,-24%,6%,-14%
COc1ccc2nc(SCc3ccccc3C)nc(C)c2c1,20%,-4%,1%,-7%,-4%,?
CC1(C)CC(=O)C=C(Nc2ccc(Br)cn2)C1,/,-3%,12%,5%[11.4 µM],-4%,0%
N#Cc1nc(Cc2cccc3ccccc23)oc1NCCCN1CCOCC1,?,1%,4%,0%,?,1%
CN(C)S(=O)(=O)c1ccc(NC(=O)N2CCOCC2)cc1,14%,-6%,0%,9%,10%,0%
Cc1ccnc(NC(=O)c2cccs2)c1,146%[activator],6%,?,-1%,4%,9%
Cc1ccccc1-n1ccnc1SCC(=O)NC1CCCC1,5%,-4%,3%,0%,1%,1%
COc1ccc(CCNC(=O)CCS(=O)(=O)c2ccc3c(c2)CCN3C(C)=O)cc1OC,?,-6%,1%,0%,-2%,?
CC(OC(=O)C1CC(=O)N(Cc2ccco2)C1)C(=O)Nc1cccc(C#N)c1 (centres undefined),?,-3%,/,?,-8%,22%
COc1ccc(NC(=O)NNS(=O)(=O)c2cc(C)ccc2C)cc1OC,0%,-6%,0%,2%,9%,?
O=C(CCN1C(=O)C2C3CC(C(Br)C3Br)C2C1=O)OCC(=O)c1ccccc1 (centres undefined),-5%,-16%,0%,-2%,-18%,?
O=C(CSc1nnc(NC2CCCCC2)s1)Nc1ccc2c(c1)C(=O)c1ccccc1C2=O,-51%,-3%,-4%,/,10µM*,-26%

# Remaining list, next part:
SMILES,Pf growth 48h,TbPYK inhibitor,LmPK inhibitor,Sm TGR inh,HCV inh,Pf growth 96h
CCN(CC)S(=O)(=O)c1cccc(C(=O)NCC(c2ccccc2)N(C)C)c1 (centres undefined),-22%,-7%,3%,-31%,-10%,-19%
Clc1ccccc1CN(Cc1ccco1)Cc1nnnn1C1CCCC1,7.4µM*,1%,3%,2%,10µM*,12%
C=CCn1c(SCC(=O)NC(=O)c2cccc([N+](=O)[O-])c2)nnc1-c1ccccc1,4%,-5%,-2%,-12%,3%,28%
CCc1cc2c3c(c(=O)oc2cc1O)CCCC3,?,-3%,7%,3%,?,/
C=CCn1c(C)nnc1SCC(=O)Nc1nccs1,?,4%,-1%,6%,16%,3%
CCOCCCNC(=O)C(c1ccc(OC)cc1)N(Cc1cccs1)C(=O)c1ccccn1 (centres undefined),2%,2%,0%,6%,4%,2%
CCCCNC(=O)Nc1nnc(-c2ccc(OCC)cc2)o1,?,-7%,-7%,2%,-2%,/
FC(F)(F)c1ccc2c(c1)NCC1CCCN21 (centres undefined),225%[activator],1%,-8%,-27%,-3%,108%[activator]
C=CCOc1ccc(CNc2nccs2)cc1OCC,27%,-4%,4%,-12%,?,-20%
O=C1/C(=C/c2ccccn2)SC(=S)N1Cc1ccccc1,9%,0%,3%,-1%,15%,2%
O=C(CCN1C(=O)C2(OCCO2)c2ccccc21)c1ccccc1,19%,3%,-5%,8%,19%,/
COc1ccccc1NC(=S)NC(=O)/C=C/c1ccco1,3%,-10%,5%,18µM*,-23%,40%[activator]
O=C(COC(=O)Cc1c(F)cccc1Cl)NC(=O)c1ccccc1,10%,0%,-11%,-4%,13%,18%
CC1(C)NC(=O)N(CCCCOc2ccc(Cl)cc2)C1=O,/,1%,11%,0%,10%,?
CCn1ccc(C(=O)Nc2sc3c(c2C(=O)OC)CCC3)n1,?,-16%,-2%,?,?,12µM*
O=C(CSc1ncc(-c2ccc(F)cc2)n1Cc1ccco1)Nc1ccc2c(c1)OCO2,?,4%,-2%,-10%,?,/
COc1ccc(Nc2ccc(N3C(=O)CCC3=O)cc2[N+](=O)[O-])cn1,25%,-3%,-2%,0%,12%,-3%
Cc1[nH]n(-c2ccc([N+](=O)[O-])cc2)c(=O)c1C=NCCN1CCN(C(=O)c2ccc(Br)cc2)CC1,-11%,-6%,-25%,-1%,14%,6%
COc1ccc(N(CC(=O)Nc2ccccc2C(N)=O)S(=O)(=O)c2ccc(C)c([N+](=O)[O-])c2)cc1,?,2%,0%,/,-5%,0%
CC(C)(CCl)C(=O)Nc1ccnc(-c2ccncc2)n1,-14%,1%,3%,14%,-6%,-18%
CC1Oc2ccccc2N(CC(=O)N(Cc2ccccc2)Cc2ccccn2)C1=O (centres undefined),-11%,-12%,2%,3%,11%,-24%
COCc1cc(=O)[nH]c(Sc2c(-c3ccccc3)c3ccc(Cl)cc3[nH]c2=O)n1,-2%,1%,-2%,2%,32%[activator],0%
OCC1(CC2CCCCO2)CCN(C/C=C/c2ccccc2)CC1 (centres undefined),5.2µM*,2%,0%,1%,-1%,-15%
O=C(/C=C/c1ccco1)NCc1ccccn1,9%,-9%,-6%,3.5µM*,12%,25%
